CHRM1 agonist – human M1 muscarinic receptor agonists, primary screen, Fluo-8 calcium fluorescence, CHO-K1 cells, HTS. activation, % at 3 µM. AID 588814, 2011. 360,000 compounds, 0.33% hits. CHO-K1 hM1, agonist mode; 0% DMSO, 100% acetylcholine EC100. Muscarinic acetylcholine receptor M1 (Homo sapiens), P11229;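 active = activation above the run's mean compound activation plus 3 SD, cut at about 16% in these data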;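 also: peak over basal fluorescence ratio within a 140 s kinetic read after compound addition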
Target sequence (P11229 whole entry, looked up): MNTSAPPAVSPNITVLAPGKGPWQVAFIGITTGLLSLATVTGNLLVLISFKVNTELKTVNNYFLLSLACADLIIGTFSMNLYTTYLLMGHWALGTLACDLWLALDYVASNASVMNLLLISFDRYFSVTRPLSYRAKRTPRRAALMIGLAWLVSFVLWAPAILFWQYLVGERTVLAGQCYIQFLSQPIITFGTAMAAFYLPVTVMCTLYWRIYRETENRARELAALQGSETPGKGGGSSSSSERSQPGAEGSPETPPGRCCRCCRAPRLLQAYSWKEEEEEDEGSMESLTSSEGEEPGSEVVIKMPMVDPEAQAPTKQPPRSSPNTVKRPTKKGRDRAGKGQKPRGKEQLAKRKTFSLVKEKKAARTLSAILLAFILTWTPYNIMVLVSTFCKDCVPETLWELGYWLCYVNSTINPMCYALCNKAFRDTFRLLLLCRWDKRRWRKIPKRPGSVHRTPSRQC
TAAR1 agonist – human TAAR1 agonists, primary screen, Fluo-8 calcium fluorescence, CHO RD-HGA16 cells. AID 624467, 2012. Trace amine-associated receptor 1 (Homo sapiens), Q96RJ0. 360,000 compounds, 0.99% hits. vehicle wells 0%, saturating PEA agonist 100%. activation, % at 3 µM;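 active = activation above the mean activation of all test compounds in the run plus 3 SD, cut at about 38% in these data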
Target sequence (Q96RJ0 whole entry, looked up): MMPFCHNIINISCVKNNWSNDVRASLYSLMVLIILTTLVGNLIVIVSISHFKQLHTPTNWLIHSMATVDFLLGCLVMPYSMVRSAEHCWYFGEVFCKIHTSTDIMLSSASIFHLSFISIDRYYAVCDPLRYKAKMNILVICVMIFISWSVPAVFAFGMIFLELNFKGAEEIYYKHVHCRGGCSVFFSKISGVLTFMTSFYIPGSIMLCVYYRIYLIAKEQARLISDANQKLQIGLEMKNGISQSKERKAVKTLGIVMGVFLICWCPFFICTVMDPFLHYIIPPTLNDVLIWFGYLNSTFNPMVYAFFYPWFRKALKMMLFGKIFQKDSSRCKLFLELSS
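System: CHO RD-HGA16 cells carrying human TAAR1 plus Gα16; Incubation: 17-24 h seeding, 75 min 37 °C dye, 30 min RT; Measured by: Fluo-8 fluorescence, 5 s baseline then 140 s kinetic read; Control set: DMSO and PEA EC100; Replication: single well for each compound.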
CHRM1 PAM – human M1 muscarinic receptor positive allosteric modulators, primary screen, CHO-K1 cells, Fluo-8 calcium fluorescence, 1536-well. Muscarinic acetylcholine receptor M1 (Homo sapiens), P11229. CHO-K1 hM1, ACh EC20; 0% = ACh EC20, 100% = maximal ACh. activation, % at 3 µM. 360,000 compounds, 0.088% hits. AID 588819, 2011; in the data active = activation above about 19%, passing the limit was not always enough
M1 ag parental – counter-screen for M1 agonists: effect in parental CHO-K1 cells | Fluo-8 calcium fluorescence; scaled to maximal ATP response, vehicle zero | activation, % at 3 µM | 360,000 compounds, 0.48% hits | AID 602248, 2012; in the data active = activation above about 15%;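 also: untransfected CHO-K1 host cells lacking M1 receptor as counterscreen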
CHRM1 antagonist – human M1 muscarinic receptor antagonists, primary screen, CHO-K1 cells, Fluo-8 calcium fluorescence, 1536-well | 360,000 compounds, 1.3% hits | CHO-K1 hM1, ACh EC80 antagonist | inhibition, % at 3 µM | Muscarinic acetylcholine receptor M1 (Homo sapiens), P11229;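 active = percent inhibition above its own plate's cutoff, namely the mean of that plate's compound wells plus 3 SD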;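 also: peak over basal fluorescence ratio during 140 s after agonist addition; 0% = ACh EC80 plus DMSO and 100% = DMSO alone without agonist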
CHO-K1 Ca antag – M1 antagonist counterscreen hit in parental CHO-K1 cells. ATP-induced calcium, Fluo-8 fluorescence. inhibition, % at 3 µM. 360,000 compounds, 0.6% hits;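 active = inhibition above a per-plate cutoff, the plate's mean sample inhibition plus 3 SD, cut at about 24% in these data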;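 also: 0% = DMSO plus EC80 ATP and 100% = DMSO alone without ATP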
CHO parental Ca – ATP-evoked calcium signal inhibitors, parental CHO, primary screen, counter-screen for OX1R antagonist project, cell-based, fluorescence, Fluo-8 calcium dye | parental CHO-K1, ATP-induced calcium, Fluo-8 fluorescence | inhibition, % at 5.6 µM | 330,000 compounds, 0.63% hits;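 active = inhibition above that plate's mean sample inhibition plus 3 SD, cut at about 26% in these data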;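 also: 0% = ATP-challenged DMSO wells and 100% = DMSO wells without ATP; some compounds past the cut are filed as inactive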
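Material: parental CHO cells / Compound: single nominal dose of 5.6 µM per compound / Signal: Fluo-8 fluorescence / Replicates: singlicate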
TAAR1 antagonist – human TAAR1 antagonists, primary screen, Fluo-8 calcium fluorescence, CHO RD-HGA16 cells; AID 624466, 2012; antagonist; inhibition, % at 3 µM; 360,000 compounds, 1.5% hits;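 active = inhibition above a per-plate cutoff, the mean inhibition of test compounds on that plate plus 3 SD, cut at about 49% in these data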;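 also: 0% = DMSO plus EC80 beta-PEA response and 100% = DMSO alone without agonist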
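Assay system: CHO-derived RD-HGA16 cells stably expressing human TAAR1 plus Gα16. Timing: 140 s kinetic read after compound, 140 s after agonist. Technique: kinetic Fluo-8 calcium fluorescence measurement. Measure: % inhibition of agonist calcium response.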
CHO-K1 Ca PAM – nonselective calcium activators in parental CHO-K1 cells, primary screen, counter-screen for M1 PAM project, cell-based, Fluo-8 calcium fluorescence, full deck, 1536-well | ATP EC20; 0% at ATP EC20, 100% at ATP max | activation, % at 3 µM | 360,000 compounds, 0.02% hits;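 active = activation above the run cutoff, the mean activation of all test compounds plus 3 SD, cut at about 40% in these data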;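 also: peak over basal fluorescence ratio in a 140 s read after ATP addition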
Numbers without * were called inactive; x = no result given. Rows are unselected; about 4.4% have a hit in one of these screens.

Below each compound: CHRM1 agonist, TAAR1 agonist, CHRM1 PAM, M1 ag parental, CHRM1 antagonist, CHO-K1 Ca antag, CHO parental Ca, TAAR1 antagonist, CHO-K1 Ca PAM
> CCOc1ccccc1/C=N/Nc1nc2c(N)ncnc2n1[C@H]1O[C@@H](CO)[C@H](O)[C@@H]1O
  -2, 2, 2, 0.2, -5, -18, -8, -33, 7
> Clc1cccc(CSc2ccc(-c3cccnc3)nn2)c1
  -5, -2, -1, 0.8, -7, -4, -2, 1, 11
> Cc1ccc(NC(=O)CNNC(=O)c2cccc([N+](=O)[O-])c2)cc1[N+](=O)[O-]
  1, 2, 0, -0.2, -9, 0, -22, 12, -1
> COc1ccc(-c2cc(C(=O)Nc3cc(OC)c(OC)c(OC)c3)no2)cc1OC
  -4, x, 8, 1.5, -3, -22, -16, x, 34
> COc1nc(-c2ccccc2)nc(-c2ccccc2)c1C
  -4, -1, 12, 0.2, -17, 2, -14, -37, 18
> CCCCCCNc1nc(Cl)nc(NC(C)(C)CO)n1
  -7, -1, 8, 0.0, -15, 3, -24, -30, 0
> CC(=O)c1ccc(N2CCN(C(=S)Nc3ccc(Cl)c(Cl)c3)CC2)cc1
  -7, 14, -6, 0.4, 4, 14, -9, 18, -8
> O=C(Oc1cc(-c2ccccc2)no1)c1ccc(Cl)cc1
  -4, 2, 1, 0.4, -9, -10, -2, 11, 14
> Cn1cc(S(=O)(=O)N2CCN(C(=O)c3ccco3)CC2)c(=O)n(C)c1=O
  -5, 0, 5, 0.2, -9, 4, -1, 6, 1
> Cc1ccccc1CC(=O)Nc1sc(C(C)C)cc1C(=O)N1CCOCC1
  -1, 3, 9, 0.9, -11, -9, -29, -17, 21

Record cards, as listed above:
Shown for Cn1cc(S(=O)(=O)N2CCN(C(=O)c3ccco3)CC2)c(=O)n(C)c1=O : CHRM1 agonist = -5; TAAR1 agonist = 0; CHRM1 PAM = 5; M1 ag parental = 0.2; CHRM1 antagonist = -9; CHO-K1 Ca antag = 4; CHO parental Ca = -1; TAAR1 antagonist = 6; CHO-K1 Ca PAM = 1
Shown for CCCCCCNc1nc(Cl)nc(NC(C)(C)CO)n1 : CHRM1 agonist = -7; TAAR1 agonist = -1; CHRM1 PAM = 8; M1 ag parental = 0.0; CHRM1 antagonist = -15; CHO-K1 Ca antag = 3; CHO parental Ca = -24; TAAR1 antagonist = -30; CHO-K1 Ca PAM = 0

The results go on:
Below each compound: CHRM1 agonist, TAAR1 agonist, CHRM1 PAM, M1 ag parental, CHRM1 antagonist, CHO-K1 Ca antag, CHO parental Ca, TAAR1 antagonist, CHO-K1 Ca PAM
> O=C(COc1ccc2ccccc2c1)N1c2ccccc2Sc2ccccc21
  1, 4, -5, 0.2, 9, -11, 3, 20, -6
> Cc1ccc(C(=O)Nc2c(N)nc(SCC(=O)Nc3cc(C)on3)[nH]c2=O)cc1
  -1, 2, 14, 0.1, -14, -2, -6, -26, 20
> Cc1ccc(S(=O)(=O)N2CCCCC2)cc1NC(=O)COC(=O)Cc1ccc(Cl)cc1
  -4, 4, -1, 3.1, -1, -5, -25, -14, 4
> COc1ccc(C2=NS(=O)(=O)N(C)C(C(=O)N3CCOCC3)=C2)cc1OC
  -2, 3, 3, 0.6, -9, -5, -5, -17, -4
> O=C(O)CCCCCn1c(SCC(=O)Nc2ccc(F)cc2)nc2ccsc2c1=O
  -1, -1, 14, 0.3, -12, -13, -3, -12, 19
> COc1ccc(OCCSc2ncc(CO)n2C)cc1
  -2, 3, 7, 0.9, -24, -12, -3, 9, 0
> COc1ccc(C(=O)CCC(=O)NCCc2c[nH]c3ccccc23)cc1
  -2, 5, 12, 4.1, -14, -16, -7, 8, 10
> Cc1ccccc1OC(C)C(=O)Nc1ccc2c(c1)OCO2 (stereo not given)
  -3, 0, 6, 2.2, -8, 4, -8, -25, 5
> N/C(Cc1ccc(Cl)cc1Cl)=N\OC(=O)c1ccccc1
  -8, 2, 11, 0.9, -10, -8, -10, 0, 21
> Cc1cccc(Nc2ncnc3ccc(Br)cc23)c1
  -5, -1, 8, 0.0, 5, 4, -26, -23, -7
> COc1cccc(-c2cc(=O)c3cc(NC(=O)c4ccccc4)ccc3[nH]2)c1
  0, 9, 9, 0.0, -4, -6, -5, 27, 20
> Cc1ccc(S(=O)(=O)CCC(=O)OCC(=O)NCC(=O)Nc2c(C)cc(C)cc2C)cc1
  -4, 1, 1, 0.0, -4, 1, -22, 2, 10
> COCC(=O)N1CCCC(CNS(=O)(=O)c2ccc(OC)cc2)C1 (stereo not given)
  -2, 1, 10, 0.1, -11, -20, 9, -10, 13
> CC(=O)Nc1ccc(S(=O)(=O)N(C)CC(=O)OCC(=O)NCc2ccco2)cc1
  -3, 3, 10, 1.0, -6, 0, -2, 4, -5
> CCCCn1c(N)c(N(CC)C(=O)c2ccccc2C)c(=O)[nH]c1=O
  -3, 1, 16, 0.5, -18, -19, -6, -4, 15
> CCC(=O)N1CCC2(CC1)Oc1ccc(F)cc1C(=O)C21CC(c2ccc(Cl)cc2)=NO1 (stereo not given)
  -6, 10, -3, 0.4, -7, -9, -2, 36, 10
> Cn1c(=O)n(C)c2cc(CNc3ccc(N4CCOCC4)c(C(=O)O)c3)ccc21
  -2, 11, 0, 0.0, 10, 12, x, 7, -6
> Cc1ccc(C(=O)N2CCC3(CC2)Oc2ccc(F)cc2C(=O)C32CC(c3cccnc3)=NO2)s1 (stereo not given)
  -4, 17, 0, 0.2, 9, -8, -18, 22, -2
> CN(CCn1ccnc1)C(=O)CC1C(=O)NCCN1Cc1ccccc1C(F)(F)F (stereo not given)
  -3, 1, 6, 0.9, -9, -10, -9, 12, 17
> CC(/C=N/NC(=O)Cn1cnc2c1c(=O)n(C)c(=O)n2C)=C\c1ccccc1
  -5, 1, 2, 0.0, 0, 1, -12, -15, 5
> COC(=O)c1cccc(NC(=O)CSCc2ccccc2)c1
  8, 2, 18, 1.0, -14, -8, -12, 6, -10
> CCCc1cc(=O)oc2cc(C)cc(OCC(=O)N3C[C@H]4C[C@@H](C3)c3cccc(=O)n3C4)c12
  -5, 1, 6, 0.2, -4, 1, x, 5, 8
> Cc1ccc(NC(=O)c2cccc(N3C(=O)CCC3=O)c2)nc1
  -3, 6, 7, 0.5, -9, -18, -8, 5, 19
> O=C(CCNc1ccc(Br)cc1)c1cccc([N+](=O)[O-])c1
  -5, -1, 2, 0.3, -2, -7, 16, 2, -1
> CCn1cc(C(=O)NCCc2ccc(OC)cc2)c(=O)c2ccc(C)nc21
  -2, 0, 8, 0.7, -13, -8, -19, -3, 8
> O=C(CNC(c1ccccc1)c1ccccc1)NCc1ccccc1Cl
  -4, -1, -11, 4.8, 18, -9, -26, -2, 26
> CC(NC(=O)COC(=O)Cn1cnc2ccccc2c1=O)C1CC2CCC1C2 (stereo not given)
  -7, 0, 4, 0.5, -3, 3, -25, 11, -2
> O=C(NCCCn1ccnc1)c1[nH]c(C(F)(F)F)nc1-c1ccccc1
  -3, 1, 5, 6.5, -3, 14, x, -12, 11
> COc1ccc(-c2nc(CN3CCN(C(=O)c4ccco4)CC3)c(C)o2)c(OC)c1C
  -6, -3, 2, -1.2, -5, 6, -21, -22, -21
> Cc1ccc(-c2cc(C(=O)NCc3cnn(C)c3C)c3cc(Br)ccc3n2)cc1
  -4, 7, -7, 1.9, 2, 7, -16, 44, 12
> O=C(NCc1cccc(C(F)(F)F)c1)c1csc(COCCO)n1
  4, 1, 18, 0.4, -12, 1, x, 3, -1
> Cn1c(=O)[nH]c(=O)c2c1nc(CN1CCN(c3cccc(Cl)c3)CC1)n2CCCc1ccccc1
  -2, 1, 9, -0.2, -10, 7, -35, -41, 9
> Nc1[nH]ncc1S(=O)(=O)c1ccccc1
  -1, 1, 5, 0.9, -7, -8, -2, 8, -8
> CCOC(=O)C(C(=O)NCc1ccc(F)cc1)c1ncc(C(F)(F)F)cc1Cl (stereo not given)
  -5, 5, 1, -0.2, 6, -4, 8, 6, 8
> Cc1ccc(C)c(OCCCCCn2ccnc2)c1
  -3, 13, 3, 3.8, -25, -24, -15, -35, 21
> Cc1ccc(Cl)c(OCC(O)CN(CCO)CCO)c1 (stereo not given)
  -3, 3, 2, 0.6, 0, -8, -2, -1, 26
> O=C(OCC(=O)N1CCC(c2ccccc2)=N1)c1ccc(Cl)s1
  -6, 3, 7, 0.0, -4, -8, -16, 3, 5
> COc1ccc(S(=O)(=O)N(C)CC(=O)Nc2ccc(C)cc2)cc1OC
  -3, 2, 3, 0.2, 2, -7, 4, -9, 11
> CCN1CCN(Cc2ccc(NC(=O)c3ccc(C)c(NC(=O)c4ccc5n[nH]nc5c4)c3)cc2C(F)(F)F)CC1
  -6, 1, 15, -0.6, -5, 5, 4, 8, -14
> COc1cccc(OC)c1C(=O)Nn1c(C2CCC2)nc2ccccc2c1=O
  -2, 9, 0, 4.2, 2, -16, -15, 20, 24
> Cc1ccccc1NC(=O)c1ccc(CN2CCc3ccccc3C2)cc1
  -5, 4, -9, 0.1, 21, 21, -27, 10, -5
> CSCc1c(C(=O)N2CCCc3ccccc32)oc2ccccc12
  -3, 3, -12, -0.6, 26, -2, -22, -6, 10
> CC(Oc1ccc(F)cc1)C(=O)Oc1ccc(N(C)S(=O)(=O)c2ccccc2)cc1 (stereo not given)
  0, 4, 9, 2.1, -10, -2, 0, 9, 24
> COc1cc(C2CC(=O)Oc3c2c(=O)n(C)c2ccccc32)ccc1O (stereo not given)
  -5, 10, -9, 5.5, 7, 2, -3, 1, 20

Screening results (PubChem)
